Screening data from PubChem.
COUP-TFII inh – NR2F2 (human) inhibition, primary screen; HEK293T NGFI-A luciferase reporter, luminescence; inhibition, % at 8.6 µM; P24468; 0.7% of 370,000 active; AID 686940;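 active = inhibition above a per-plate cutoff, mean inhibition of test wells between control levels plus 3 SD, cut at about 38% in these data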;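 also: cells cotransfected with COUP-TFII expression vector driving the NGFI-A reporter; 0% = median of COUP-TF2 test wells and 100% = reporter-only cells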
LMP1 NFkB inh – Epstein-Barr LMP1 NF-kappaB reporter inhibition; LMP1-induced NF-kappaB luciferase reporter cells, luminescence; inhibition, % at 12.5 µM; 0.69% of 350,000 active; AID 504558; in the data active = inhibition above about 41%;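 also: 0% = neutral control wells and 100% = reference inhibitor control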
CF NFkB block – blocks PAF-induced NF-kB reporter in cystic fibrosis cells. KKLEB NF-kB-GFP reporter, GFP fluorescence overnight. inhibition, % at 5 µM. 0.86% of 360,000 active. AID 588850;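 active = at least 50% inhibition at 5 µM, scaled per plate between neutral and stimulator controls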;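 also: PAF is a Pseudomonas aeruginosa culture filtrate used as stimulus; plate controls were PAF-stimulated DMSO wells for no effect and unstimulated DMSO wells for full effect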
TROY signal inh – TROY signaling inhibition. Q293 LMP1-TROYcd NF-kB luciferase reporter, 4 h. inhibition, % at 10 µM. 0.98% of 360,000 active. AID 1347056;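 active = compounds whose plate-normalised and pattern-corrected inhibition of the luciferase reporter signal at the single screening dose is 50% or more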
C8 TRAIL sens – sensitizes caspase-8 expressing cells to TRAIL; NB7+C8 cells + TRAIL, ATPlite viability luminescence; inhibition (viability loss, TRAIL sensitization), % at 10 µM; 1% of 360,000 active;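 active = compounds causing at least 50% loss of cell viability in the single-dose screen, relative to plate controls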
SRC1 inh – inhibits human SRC1 coactivator. inhibition, % at 3.6 µM. 0.12% of 360,000 active. Q15788. HEK293 GAL4-SRC1 luciferase reporter, luminescence. AID 588354;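 active = inhibition above the campaign mean plus 3 SD, with each screening campaign given its own cutoff, cut at about 60% in these data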;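 also: 0% = DMSO treated cells and 100% = gossypol at 36 µM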
LRH-1 inv ag – NR5A2 inverse agonism in reporter assay; O00482; 0.13% of 360,000 active; inhibition, % at 3.6 µM; HEK293T StAR-luciferase reporter, LRH-1 transfected, 24 h;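 active = inhibition above the mean inhibition of all tested compounds plus 3 SD, cut at about 73% in these data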;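 also: 0% = DMSO wells and 100% = reporter-only cells lacking LRH-1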
TWEAK-Fn14 inh – blocks TWEAK-Fn14 interaction in a reporter cell assay; TWEAK-stimulated Fn14 reporter cells, luciferase luminescence, 8 h; 2% of 360,000 active; inhibition, % at 10 µM; in the data active = inhibition above about 50%
KKLEB cytotox – reduces viability of KKLEB cystic fibrosis airway cells; 0.36% of 360,000 active; AID 602141; activity change (cytotoxicity), % at 5 µM; KKLEB CF airway cells viability, ATPlite luminescence, overnight; stronger effect = lower value; cells stimulated with P. aeruginosa culture filtrate;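 active = corrected activity change at or below -50% at 5 µM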
NCOA3 inh – human NCOA3 inhibition; HEK293 GAL4-SRC3 luciferase reporter, luminescence; Q9Y6Q9; 0.17% of 360,000 active; inhibition, % at 3.6 µM;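 active = inhibition above a per-campaign cutoff, the mean of all compounds plus 3 SD, cut at about 60% in these data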;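 also: 0% = DMSO-treated cells and 100% = gossypol-treated cells at 36 µM; higher means less SRC3-driven luciferase light from the GAL4 reporter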
SRC2 inh – human SRC2 (NCOA2) inhibition; Q15596; HEK293 GAL4-SRC2 luciferase reporter, luminescence; inhibition, % at 9 µM; 0.17% of 370,000 active; AID 651957;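 active = inhibition above the mean inhibition of all tested compounds plus 3 SD, set per campaign, cut at about 52% in these data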;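 also: 0% = DMSO treated cells and 100% = cells given Gossypol at 36 µM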
Target sequence (Q15596 whole entry, looked up, the tested form may be a part): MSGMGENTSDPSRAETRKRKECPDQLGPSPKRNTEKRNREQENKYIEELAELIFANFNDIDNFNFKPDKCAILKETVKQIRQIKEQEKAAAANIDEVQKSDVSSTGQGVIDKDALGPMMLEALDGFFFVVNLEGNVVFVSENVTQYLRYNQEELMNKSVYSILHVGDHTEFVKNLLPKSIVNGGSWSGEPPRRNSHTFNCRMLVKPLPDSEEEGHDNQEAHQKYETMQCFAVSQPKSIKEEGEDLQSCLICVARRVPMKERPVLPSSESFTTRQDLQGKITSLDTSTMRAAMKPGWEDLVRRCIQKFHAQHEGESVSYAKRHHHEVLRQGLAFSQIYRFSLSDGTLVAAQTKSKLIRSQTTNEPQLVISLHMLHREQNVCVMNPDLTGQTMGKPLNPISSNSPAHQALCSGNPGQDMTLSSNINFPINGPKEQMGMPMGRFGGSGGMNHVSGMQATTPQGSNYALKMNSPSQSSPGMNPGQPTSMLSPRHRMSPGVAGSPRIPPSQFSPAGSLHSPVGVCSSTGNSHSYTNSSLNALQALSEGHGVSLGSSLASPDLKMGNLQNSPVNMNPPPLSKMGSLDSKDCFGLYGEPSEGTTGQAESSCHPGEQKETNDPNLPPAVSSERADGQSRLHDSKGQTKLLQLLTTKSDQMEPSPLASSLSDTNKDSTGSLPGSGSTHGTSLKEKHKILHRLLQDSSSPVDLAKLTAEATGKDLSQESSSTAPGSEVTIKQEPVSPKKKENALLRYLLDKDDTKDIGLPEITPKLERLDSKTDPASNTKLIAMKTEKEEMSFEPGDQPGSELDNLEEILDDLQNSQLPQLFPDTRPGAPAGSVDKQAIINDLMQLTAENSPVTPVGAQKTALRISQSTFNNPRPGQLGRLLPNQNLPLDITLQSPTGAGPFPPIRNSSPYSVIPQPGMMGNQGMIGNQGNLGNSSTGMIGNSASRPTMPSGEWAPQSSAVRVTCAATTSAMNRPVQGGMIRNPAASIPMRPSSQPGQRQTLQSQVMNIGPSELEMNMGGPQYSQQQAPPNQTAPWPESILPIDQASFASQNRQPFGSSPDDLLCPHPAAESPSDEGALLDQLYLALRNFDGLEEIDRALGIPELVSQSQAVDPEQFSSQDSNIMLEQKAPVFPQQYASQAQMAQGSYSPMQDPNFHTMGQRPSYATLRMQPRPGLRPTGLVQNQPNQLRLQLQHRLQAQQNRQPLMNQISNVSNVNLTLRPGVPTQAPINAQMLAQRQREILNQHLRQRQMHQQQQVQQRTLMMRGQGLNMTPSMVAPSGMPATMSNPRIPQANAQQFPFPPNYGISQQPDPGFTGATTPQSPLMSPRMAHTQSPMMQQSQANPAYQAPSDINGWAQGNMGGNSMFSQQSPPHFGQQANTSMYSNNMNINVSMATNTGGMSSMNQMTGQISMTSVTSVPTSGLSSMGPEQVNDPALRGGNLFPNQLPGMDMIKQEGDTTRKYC
An asterisk follows results filed as active; nt = not tested or not shown.

SMILES	COUP-TFII inh	LMP1 NFkB inh	CF NFkB block	TROY signal inh	C8 TRAIL sens	SRC1 inh	LRH-1 inv ag	TWEAK-Fn14 inh	KKLEB cytotox	NCOA3 inh	SRC2 inh
O=C1c2ccccc2S(=O)(=O)N1Cc1ccccc1[N+](=O)[O-]	22	-10	3	12	-1	15	4	6	3	-1	-7
COc1ccc(C(C)(C)C)cc1NC(=O)CCCN1C(=O)CN(C)C1=O	1	-13	2	-21	4	-3	18	1	0	8	12
Cc1ccc(-n2c(SCC(=O)NCc3ccco3)nc3c(sc4ccccc43)c2=O)cc1	-2	-14	6	23	8	-2	-1	19	2	11	-10
COc1ccccc1CCNC(=O)c1ccc2nc[nH]c2c1	4	-4	-8	-18	-25	-26	7	-15	11	-2	-11
Cc1cccc(CS(=O)(=O)Cc2ccc(C(=O)NC3CCCC3)o2)c1	-2	-2	21	-15	-1	9	9	13	-11	14	-13
COc1cccc(C(C(=O)NCC2CCCO2)N(C(=O)Cn2nnc3ccccc32)c2ccc(NC(C)=O)cc2)c1OC (stereo unspecified)	8	-3	-3	8	-11	4	11	8	7	-9	-25
CCOCCn1cnc2sc(C(=O)NCCCN3CCOCC3)c(C)c2c1=O	9	-5	-9	9	-3	-19	0	9	-18	6	1
NC(=O)C1CCCN(Cc2ccc(Cl)cc2)C1 (stereo unspecified)	-1	2	10	-2	-6	9	-11	-4	4	-5	7
N/C(=N\N=C\c1ccco1)SC1CC(=O)N(c2ccc(C(=O)O)cc2)C1=O (stereo unspecified)	-8	8	6	11	-1	16	-4	-4	7	16	6
Cn1c(-c2cccc(OCc3ccccc3)c2)nc2c1c(=O)[nH]c(=O)n2Cc1ccccc1	-20	-19	12	10	-2	-11	16	-32	7	-4	-18
CCOC(=O)N1CCN(C(=O)CSc2nnc(-c3c[nH]c4ccccc34)n2CCOC)CC1	18	-3	5	1	-11	-18	2	1	6	8	-4
O=C(NC1CCCC1)c1ccc2c(c1)N(Cc1ccccc1)CCS2	-27	-1	-1	-21	15	-24	-4	5	3	22	-19
O=C(CSc1nnnn1C1CCCC1)N1CCCCC1	-52	0	-6	-26	-5	-82	-86	12	15	-76	-36
COCCN(C(=O)c1ccc(N2CCCC2=O)cc1)c1c(N)n(CC(C)C)c(=O)[nH]c1=O	2	2	-5	2	-3	6	6	14	-2	1	-15
Clc1ccc(-c2nnc(-c3ccc(Br)o3)o2)c(Cl)c1	-24	-26	-15	-40	28	-85	-119	-7	4	-65	-45
CCOC(=O)[C@]12CCC=C1N(Cc1ccccc1)C(=O)[C@H](CC(=O)NCCCCc1ccccc1)C2	-9	nt	nt	23	2	nt	-6	19	nt	nt	-4
CCC(C)n1c(SCC(=O)/C(C#N)=C(\C)N)nc2ccccc2c1=O (stereo unspecified)	-3	-19	-10	-15	3	0	0	-16	19	24	-21
C[C@@H]1CN([C@H](C)CO)C(=O)CCCn2cc(nn2)CO[C@H]1CN(C)C(=O)Nc1ccc2c(c1)OCO2	-13	-8	-5	-13	4	-2	10	-31	0	-10	-5
Cc1ccc(S(=O)(=O)N2C(=O)C(c3ccccc3)SC2=Nc2ccccc2)cc1 (stereo unspecified)	-25	-3	-2	-27	-3	-20	-61	7	3	-19	-53
NC(=S)NNc1cccc(Cl)c1	9	1	-3	1	-3	-3	10	-5	0	14	17
COc1ccc(N2CCN(Cc3nc4ccsc4c(=O)[nH]3)CC2)cc1	-1	-1	0	3	3	-5	17	2	-7	-21	-22
COCCn1c(N)c(N(Cc2ccccc2)C(=O)CSCC(=O)Nc2ccc(OC)cc2)c(=O)[nH]c1=O	21	1	-31	11	-21	10	-9	-9	25	18	-29
COc1ccc(C(=O)/C=C/NCc2ccc(C)cc2)cc1	13	-19	-2	-6	-10	-9	9	6	-11	10	-26
CCn1c(SCC(=O)Nc2ccccc2-c2ccccc2)nnc1-c1ccoc1C	21	-4	-9	13	4	-5	-2	20	7	-29	9

Rewritten bar-delimited: entries from further up
Molecule | COUP-TFII inh | LMP1 NFkB inh | CF NFkB block | TROY signal inh | C8 TRAIL sens | SRC1 inh | LRH-1 inv ag | TWEAK-Fn14 inh | KKLEB cytotox | NCOA3 inh | SRC2 inh
O=C(CSc1nnnn1C1CCCC1)N1CCCCC1 | -52 | 0 | -6 | -26 | -5 | -82 | -86 | 12 | 15 | -76 | -36
COCCn1c(N)c(N(Cc2ccccc2)C(=O)CSCC(=O)Nc2ccc(OC)cc2)c(=O)[nH]c1=O | 21 | 1 | -31 | 11 | -21 | 10 | -9 | -9 | 25 | 18 | -29
COCCN(C(=O)c1ccc(N2CCCC2=O)cc1)c1c(N)n(CC(C)C)c(=O)[nH]c1=O | 2 | 2 | -5 | 2 | -3 | 6 | 6 | 14 | -2 | 1 | -15
COc1ccc(N2CCN(Cc3nc4ccsc4c(=O)[nH]3)CC2)cc1 | -1 | -1 | 0 | 3 | 3 | -5 | 17 | 2 | -7 | -21 | -22
Cc1ccc(S(=O)(=O)N2C(=O)C(c3ccccc3)SC2=Nc2ccccc2)cc1 (stereo unspecified) | -25 | -3 | -2 | -27 | -3 | -20 | -61 | 7 | 3 | -19 | -53
COc1ccc(C(=O)/C=C/NCc2ccc(C)cc2)cc1 | 13 | -19 | -2 | -6 | -10 | -9 | 9 | 6 | -11 | 10 | -26
Clc1ccc(-c2nnc(-c3ccc(Br)o3)o2)c(Cl)c1 | -24 | -26 | -15 | -40 | 28 | -85 | -119 | -7 | 4 | -65 | -45

Further entries
SMILES	COUP-TFII inh	LMP1 NFkB inh	CF NFkB block	TROY signal inh	C8 TRAIL sens	SRC1 inh	LRH-1 inv ag	TWEAK-Fn14 inh	KKLEB cytotox	NCOA3 inh	SRC2 inh
Cc1ccc(/C=N/NC(=S)NC2CCCCC2)o1	-18	-12	14	0	-7	-90	-94	-19	-6	-87	-10
Cn1c(=O)c2c(nc(SCC(=O)Nc3ccccc3N3CCCCC3)n2C)n(C)c1=O	-14	-12	-5	-12	31	0	3	7	5	17	-2
N#Cc1c(N)sc2c1CCN(C(=O)OCc1ccccc1)C2	12	-16	25	-8	-4	-2	-26	5	-21	7	16
CC(C)(C)OC(=O)NCC(=O)Oc1cc2oc(=O)cc(-c3ccccc3)c2cc1Cl	8	8	53*	48	-3	32	8	80*	1	38	30
CC1(CCC(=O)N2CCCC(Nc3ccc(F)cc3)C2)CC1 (stereo unspecified)	-15	-4	-12	6	-8	-3	7	0	10	4	-2
C/C(CC(=O)Nc1ccc(N(C)C)cc1)=N\NC(=O)c1ccc(Cl)cc1Cl	-9	1	5	-24	-3	-28	-23	-22	-4	-11	10
O=C(C1CCCCC1)N1C[C@H](O)[C@@H](n2cc(-c3ccc(F)cc3)nn2)C[C@@H]1c1ccccc1	12	10	1	-1	-1	-6	2	-11	9	15	-8
COc1ccc(O)c(C2(O)C(=O)c3ccccc3C2=O)c1	7	-1	6	17	-2	25	8	-3	9	14	12
O=C(NCCN1CCOCC1)c1noc2c1CCc1ccccc1-2	-7	-23	2	-1	8	-63	-77	9	4	-54	-51
CCCc1cc(=O)oc2cc(C)cc(OCC(=O)N[C@@H](CSCc3ccccc3)C(=O)O)c12	3	-1	-18	-2	1	-21	18	-10	-5	1	-24
Cn1c(-c2ccccc2)n[nH]c1=S	-8	-3	-10	-10	-2	1	-1	85*	12	17	7
COC(=O)c1cnc(Nc2cccc(C(F)(F)F)c2)c([N+](=O)[O-])c1	-12	-13	4	-1	-4	-12	30	-8	-1	7	15
C[C@@]12C(=O)Nc3cc(F)c(F)cc3C(=O)N1[C@H]1c3cc(Cl)ccc3OC[C@@H]1[C@@H]2c1ccccc1	nt	-4	4	6	29	6	14	2	-17	16	nt
O=C1CSC(c2ccc(F)cc2)N1c1nc2ccccc2s1 (stereo unspecified)	-15	62*	-20	-20	16	-5	-6	-17	9	-5	9
COc1cc(C)c(C(=O)CSc2nnc(CNC(=O)c3ccco3)n2C)cc1C	12	-5	-2	-1	0	-28	-4	10	21	-2	-7
C[C@@]12C(=O)N(c3cccc(F)c3)C(=O)N1[C@H](c1ccc(Cl)cc1)[C@@H]1C(=O)N(C3CCCCC3)C(=O)[C@@H]12	1	-1	12	0	-9	7	9	8	-7	-16	-8
Cc1ccc(-c2csc(NC(=O)c3c(C)noc3C)n2)s1	nt	0	-7	-10	14	-26	-10	15	10	-24	nt
O=C(CCN1C(=O)S/C(=C\c2ccccc2)C1=O)Nc1ccc(S(=O)(=O)Nc2nccs2)cc1	9	-6	4	-13	-8	-6	1	15	-7	-1	14
O=C(N/N=C/c1c(O)ccc2ccccc12)c1ccc(CO)nc1	-17	19	-10	-3	22	10	39	-16	-4	34	30
CCC1CC(C(=O)O)CC(=O)N1 (stereo unspecified)	2	nt	-20	4	-9	0	-2	4	-6	7	-1
COc1ccc(CCNC(=O)COc2ncnc3ccccc23)cc1OC	4	-3	8	-11	-5	-25	3	4	0	-3	13
C=CCN1C(=O)/C(=C\C=C2\N(C)c3ccccc3C2(C)C)SC1=S	-8	8	-54	1	9	11	3	-6	-11	14	0
CCCC1(CCC)NC(=O)N(CC(=O)Nc2ccccc2OC)C1=O	-4	-7	1	3	-30	-17	-12	-13	3	10	-25
O=c1c(OC2OC(CO)C(O)C(O)C2O)c(-c2ccc(O)c(O)c2)oc2cc(O)cc(O)c12 (stereo unspecified)	-11	-4	-2	6	2	8	-5	10	12	3	-2
CS(=O)(=O)c1ccccc1-c1nc(-c2ccc([N+](=O)[O-])cc2)no1	-4	-22	7	-21	2	-20	-6	-19	-6	-2	-9
CCC1=Nc2cc(C(=O)NCCCOC(C)C)ccc2Sc2ccccc21	6	2	3	9	15	-29	-8	32	-6	1	4
Cc1ccc(C(=O)NNC(=S)NC(=O)COc2ccccc2)cc1	-3	-6	-4	-56	26	-13	-15	-19	0	-6	-13
COc1cc(OC)c(S(=O)(=O)N2CCOCC2)cc1S(=O)(=O)N1CCOCC1	-3	-4	-35	-6	-3	-3	-10	-6	9	7	7
CCC(C)c1ccccc1N1CC(C(=O)Nc2ccccc2N2CCCC2)CC1=O (stereo unspecified)	-5	4	4	-4	1	5	10	33	5	8	-6
